# Compound activity (PubChem)
# N370S GC mod: N370S glucocerebrosidase modulation, Gaucher chaperone candidate. P04062. N370S GC spleen homogenate, 4MU-glucoside fluorescence. Potency, µM (top dose mostly 59.4 µM), inactives show at the top dose activity change, negative = inhibition, most hits filed as inhibitors. hit rate 0.092% among 330,000;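 further: 0% = full enzyme activity and -100% = no enzyme basal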
# FEN1 inh: blocks human flap endonuclease 1; Potency, µM (titrated, usually from 114 µM), without a hit: at the highest dose activity change, negative = inhibition, hits mostly inhibitors; P39748; Recombinant FEN1 flap cleavage, fluorescence, 15 min; hit rate 0.35% among 390,000; further: nearly all actives have a fitted effect of over 65% in size
#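 Compounds are tested as a concentration series against 10 nM FEN1; after a 15 min room-temperature preincubation, 50 nM substrate starts cleavage, with plate reads at 0 and 15 min. Normalized responses are fitted by a Hill equation.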
# KAT2A inh: blocks human GCN5L2 histone acetyltransferase; GCN5L2 HAT assay, ThioGlo1 CoA-SH fluorescence; Potency, µM (top dose mostly 58.9 µM), without a hit: at the highest dose activity change, negative = inhibition, usual class: inhibitors; hit rate 0.21% among 390,000
# Target sequence (Q92830 whole entry, looked up): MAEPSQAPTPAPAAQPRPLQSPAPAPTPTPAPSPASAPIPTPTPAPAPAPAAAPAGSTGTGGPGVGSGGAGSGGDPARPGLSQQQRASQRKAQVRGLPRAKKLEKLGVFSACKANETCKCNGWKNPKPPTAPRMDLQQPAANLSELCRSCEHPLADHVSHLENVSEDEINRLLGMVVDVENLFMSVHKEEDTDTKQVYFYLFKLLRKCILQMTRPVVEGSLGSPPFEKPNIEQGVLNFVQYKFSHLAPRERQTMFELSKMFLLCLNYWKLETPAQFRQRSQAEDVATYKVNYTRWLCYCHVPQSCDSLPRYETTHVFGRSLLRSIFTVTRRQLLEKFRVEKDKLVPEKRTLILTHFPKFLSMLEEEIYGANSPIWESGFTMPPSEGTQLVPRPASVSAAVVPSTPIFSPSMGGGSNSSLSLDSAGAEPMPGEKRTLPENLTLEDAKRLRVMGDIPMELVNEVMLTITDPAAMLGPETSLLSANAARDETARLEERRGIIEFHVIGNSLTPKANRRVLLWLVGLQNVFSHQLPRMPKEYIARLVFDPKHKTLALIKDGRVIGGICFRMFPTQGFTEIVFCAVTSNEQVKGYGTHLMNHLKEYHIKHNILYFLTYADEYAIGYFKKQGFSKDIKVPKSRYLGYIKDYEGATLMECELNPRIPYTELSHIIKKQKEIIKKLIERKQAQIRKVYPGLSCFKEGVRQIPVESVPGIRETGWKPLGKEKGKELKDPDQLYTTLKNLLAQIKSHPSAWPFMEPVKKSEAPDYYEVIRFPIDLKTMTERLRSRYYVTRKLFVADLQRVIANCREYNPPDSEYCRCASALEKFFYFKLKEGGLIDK
#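 Free CoA generated was detected with ThioGlo1 (50uM) fluorescence at Ex340nm/Em540nm, read immediately and after 20 min at room temperature. Enzyme, 20 nM in HEPES pH 7.5 buffer, saw compounds 15 min before adding 75uM H3(1-25) peptide and 70uM acetyl-CoA.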
# * = called active by the depositor; u = inconclusive; x = not tested or not shown; & = joins results of further samples; [ ] = dose if it differs, or a comment. The call rests on the fitted dose curve; in most records, active means well fitted curve in the direction sought with a large enough effect; inconclusive means small, poorly fitted or top-dose-only effect, or another doubt; inactive means no such curve, though single readings can be large; an effect the other way counts as inactive or inconclusive. Unless noted, on the % scale 0 is the no-effect control and ±100 the full control effect; potency means the concentration at half of the fitted maximal effect.
SMILES,N370S GC mod,FEN1 inh,KAT2A inh
Cc1cc(C(=O)OC(C)C(=O)N2CCc3ccccc32)ccc1[N+](=O)[O-] (stereo not given),-2.2%,6.9%,-14.4%
Cc1cc(S(=O)(=O)Nc2noc3ccccc23)ccc1F,-9.6%,18.0%,13.8%
CCCOc1cccc(C(=O)Nc2cccc(NC(=O)c3ccco3)c2)c1,4.6%,7.7%,-3.6%
O=C(CC1C(=O)NCCN1C(=O)c1ccccc1)Nc1cc(Cl)ccc1Cl (stereo not given),-3.1%,-6.2%,-2.7%
CCOc1ccc(/C=N/NC(=O)CCC(=O)Nc2ccc(F)cc2)cc1,2.4%,10.4%,-2.6%
CCOc1ccc(CCNC(=O)COC(=O)/C=C/c2ccc(OCC#N)c(OC)c2)cc1OCC,-3.8%,1.0%,0.7%
Cc1ccc(OCc2ccc(C(=O)NNC(=S)NCC3CCCO3)o2)c([N+](=O)[O-])c1 (stereo not given),-23.4%,-4.1%,-1.9%
NC(Cn1ccc(=O)c(O)c1)C(=O)O (stereo not given),-2.5%,x,16.6%
O=C(COc1ccc2c3c(c(=O)oc2c1)CCCC3)N1CCN(c2ccccc2)CC1,-19.0%,1.1%,-1.6%
Cn1c(N)c(C(=O)CSc2ccccn2)c(=O)n(C)c1=O,-23.4%,u,-4.5%
C/C(=N/OC(=O)c1ccc(C(F)(F)F)cc1)c1oc(C)nc1C,9.2%,4.3%,1.6%
CCCn1c(N)c(N(C)C)c(=O)n(CC(=O)Nc2ccc(OC(F)(F)F)cc2)c1=O,-2.7%,-7.0%,-5.4%
COc1ccc(N(CC(O)CN2CCOCC2)S(=O)(=O)c2ccc(C)cc2)cc1 (stereo not given),-21.4%,1.2%,-0.3%
Cc1ccn(Cc2n[nH]c(=S)n2Cc2ccccc2)n1,6.1%,0.8%,0.0%
CC1(C)CC(c2csc(N)n2)CCO1 (stereo not given),-26.3%,-4.8%,-4.8%
COc1ccccc1-c1c(C(F)(F)F)oc2cc(OC(=O)c3ccccc3[N+](=O)[O-])ccc2c1=O,-8.1%,5.0%,-15.9%
Cc1ccc(NCc2nnc(SCC(=O)OC3CCCCC3)o2)c(C)c1,0.8%,-21.2%,-9.6%
O=C(CNC(=O)c1ccccc1O)N/N=C/c1ccccn1,13.4%,3.9%,-5.3%
COc1ccc(-n2c(=O)cc(N3CC(C)OC(C)C3)[nH]c2=O)cc1 (stereo not given),3.2%,3.5%,-1.9%
CC(C)c1ccc(CNNC(=O)c2ccccc2)cc1,-4.2%,-11.3%,-6.7%
COc1ccc(NC(=O)c2oc3ccccc3c2NC(=O)c2cccc(F)c2)c(OC)c1,x,18.9%,-5.0%
CCOC(=O)[C@H]1[C@H]2COc3ccccc3[C@@H]2N2C(=O)CN(CC3CCCO3)C(=O)[C@@]12C (stereo not given in full),x,-10.9%,-2.5%
CC(=O)Nc1ccc(N2CCN(Cc3ccccc3)CC2)cc1,-6.7%,-1.9%,31.2%[activator]
C=CCn1c(C)cc(C2=NNC(=NCC)SC2)c1C,-9.8%,9.7%,0.0%
O=S(=O)(c1ccccc1)c1nc(-c2ccco2)oc1NCCN1CCOCC1,-0.9%,1.7%,-5.9%
# (cont.)
SMILES,N370S GC mod,FEN1 inh,KAT2A inh
Cc1c(C(=O)O)sc2ncn(C)c(=O)c12,6.5%,4.7%,-0.6%
CC(C)CN1CN(S(=O)(=O)c2cccs2)c2nc3ccccc3nc21,7.1%,x,-2.5%
Cc1ccc(CNC(=O)CN2c3cccc4cccc(c34)S2(=O)=O)cc1,x,7.8%,-10.9%
O=S(=O)(c1ccccc1)N(CC(O)CN1CCCC1)c1ccccc1 (stereo not given),-6.9%,8.1%,4.3%
Nc1ccc(N2CCN(C(=O)c3ccco3)CC2)cc1,-4.3%,-8.7%&5.9%,-1.7%
CCOC(=O)c1csc(NC(=O)c2cccs2)n1,-4.7%,18.4%,-4.8%
O=C(CN1CCC(c2nc3ccccc3s2)CC1)NCc1ccccc1,-15.6%,-7.0%,-2.6%
COc1cccc(Nc2ncnc3c2cnn3C)c1,-10.8%,-20.0%,-4.0%
CC(C)C(C)/C=C/C(C)C1CCC2C3=CCC4CC(=O)CC[C@@]4(C)C3CC[C@]21C (stereo not given in full),-10.6%,x,-11.2%
COc1ccc(CNC(=O)CSc2nc3ccc(N)cc3s2)cc1,-1.1%,-1.2%,-1.3%
CC(C)C(=O)N=C1SC2CS(=O)(=O)CC2N1Cc1ccc(Cl)cc1 (stereo not given),-0.8%,-8.4%,-4.4%
Cc1c2c(nc3ccccc13)CC(C)(C)CC2=O,-6.2%,-4.9%,1.8%
O=C1COc2ccc(C(=O)COC(=O)c3ccccn3)cc2N1,2.3%,-1.1%,0.1%
CC(=O)N1CCN(CC(=O)Nc2ccccc2Sc2ccccc2)CC1,-5.2%,5.5%,2.6%
CCOC(=O)c1c(C)c(C(=O)NCc2ccccn2)c(C)n1CC,-5.0%,9.4%,-5.7%
CCCn1cnc2c(c1=O)c1nc3ccccc3nc1n2CCc1ccccc1,20.2%,-12.5%,-12.6%
COc1ccc(C2SCCN2C(=O)c2ccc([N+](=O)[O-])cc2)cc1 (stereo not given),21.2%,4.1%,-7.2%
COc1ccc(-n2c(C)nn(C)c2=O)c(OC)c1,3.7%,3.8%,-4.7%
CCOC(=O)C1CCC(CN(Cc2cccc(Br)c2)S(=O)(=O)c2ccc(C)cc2)CC1 (stereo not given),x,2.8%,-4.1%
Cc1nn(-c2ccc(F)cc2)c2c1cc(C#N)c1nc3ccccc3n12,30.8%,0.9%,-0.1%
CS(=O)(=O)Nc1ccc(C2=NN(C(=O)c3ccco3)C(c3ccco3)C2)cc1 (stereo not given),-9.6%,-0.8%,-3.7%
COc1ccccc1NC(=O)Nc1ccnn1C1CCN(C(=O)c2ccccn2)CC1,-11.1%,-2.4%,u
COC(=O)[C@@H]1[C@@H](C)OC(=O)N[C@H]1c1ccccc1,17.5%,13.4%,-1.4%
O=C1NN(c2ccc(F)cc2)C(=O)/C1=C\C=C\c1ccco1,3.8%,-7.9%,-21.9%
COc1ccc(C(=O)CCNc2ccc3c(c2)OCCO3)cc1,-3.6%,-14.3%,-10.2%
# (further entries)
SMILES,N370S GC mod,FEN1 inh,KAT2A inh
O=C1COc2ccc(C(=O)c3ccccc3)cc2CN1,7.5%,-15.6%,-2.5%
CC1CCCC(NC(=O)Nc2cccs2)C1C (stereo not given),8.6%,-10.0%,-9.0%
COC(=O)N/N=C/c1cn(CCCOc2ccc(C)cc2)c2ccccc12,10.3%,-20.4%,-9.8%
Cc1sc2nc(CN(Cc3cccs3)C(=O)C3CC3)[nH]c(=O)c2c1C,9.8%,-11.9%,-7.9%
CCOc1nc(-c2ccccc2)ccc1-c1noc(-c2ccc(C)cc2)n1,x,34.6%,4.1%
CCOC(=O)c1c(C)nn(-c2ccc(NC(=O)/C=C/C(=O)O)cc2)c1C,-1.0%,17.0%,-1.4%
COc1ccc(/C=C/C(=O)Nc2cccc(F)c2)cc1S(=O)(=O)N1CCOCC1,-10.5%,-4.8%,1.8%
O=C1CN(C(=O)N[C@@H](Cc2ccccc2)C(=O)N[C@H](Cc2ccccc2)C(=O)O)c2ccccc2N1,2.8%,-9.7%,-10.6%
CCc1ccc(CNC(=O)Cc2ccc(NC(=O)C3=C(C)OCCS3)cc2)cc1,-3.8%,4.6%,-28.9%
COc1cc(/C=C/C(=O)OCC(=O)NC2CCS(=O)(=O)C2)ccc1OC(F)F (stereo not given),x,19.5%,0.4%
COC(=O)c1cc(-c2cccs2)nn1-c1ccccc1,2.9%,-0.6%,-0.1%
N=C1C(c2ccccc2)=C(O)CN1c1cccc(O)c1,1.1%,2.7%,-2.9%
COc1ccc(C2(CNC(=O)c3ccco3)CCOCC2)cc1,-3.3%,-3.3%,-11.3%
Cc1ccc(NC(=O)COC(=O)c2cccnc2Cl)cc1S(=O)(=O)N1CCOCC1,x,-8.5%,-0.9%
CN(C1CCCCC1)S(=O)(=O)c1ccc(Cl)c(C(=O)O)c1,-2.7%,6.2%,-0.9%
CC(C)C(=O)NC(NCC1CCCO1)C(Cl)(Cl)Cl (stereo not given),-1.6%,2.1%,u
CCC1CCCCN1C(=O)/C=C/c1ccc2c(c1)OCO2 (stereo not given),-5.0%,-2.7%,-12.8%
COC(=O)CCc1sc(NC2CCCCC2)nc1-c1ccc(OC)cc1,18.4%,-3.9%,-2.0%
O=C(NCCNC(=O)c1ccccn1)c1cccc(F)c1,-0.7%,-2.4%,1.5%
Cc1nc2ccc(S(=O)(=O)NCC(=O)Nc3ccc(C)c(Cl)c3)cc2s1,x,-6.1%,-3.1%
O=C(COC(=O)c1cccnc1Cl)Nc1ccccc1OC(F)F,1.2%,-4.9%,0.6%
Cc1cc(OCC(=O)OCC(=O)N2CC(C)CC(C)C2)ccc1Cl (stereo not given),x,9.1%,-2.2%
S=C(NCc1ccc(Cl)cc1)N1CCN(c2ccccn2)CC1,-0.1%,0.2%,-6.8%
CCN1CCN(C(=O)c2cc3c(OC)c(OC)c(OC)cc3[nH]2)CC1,-6.5%,-1.0%,u
CC(=O)c1sc2ccccc2c1OC(=O)c1ccco1,6.7%,4.2%,-3.2%

# Molecules from the list above that have a cyano group (2):
SMILES,N370S GC mod,FEN1 inh,KAT2A inh
CCOc1ccc(CCNC(=O)COC(=O)/C=C/c2ccc(OCC#N)c(OC)c2)cc1OCC,-3.8%,1.0%,0.7%
Cc1nn(-c2ccc(F)cc2)c2c1cc(C#N)c1nc3ccccc3n12,30.8%,0.9%,-0.1%

# Record cards, as listed above. Order of screens: N370S GC mod | FEN1 inh | KAT2A inh
# `S=C(NCc1ccc(Cl)cc1)N1CCN(c2ccccn2)CC1` in the list: -0.1% | 0.2% | -6.8%
# `Cc1ccc(NC(=O)COC(=O)c2cccnc2Cl)cc1S(=O)(=O)N1CCOCC1` in the list: x | -8.5% | -0.9%
# `CCC1CCCCN1C(=O)/C=C/c1ccc2c(c1)OCO2` (stereo not given) in the list: -5.0% | -2.7% | -12.8%
# `COC(=O)N/N=C/c1cn(CCCOc2ccc(C)cc2)c2ccccc12` in the list: 10.3% | -20.4% | -9.8%
# `CCN1CCN(C(=O)c2cc3c(OC)c(OC)c(OC)cc3[nH]2)CC1` in the list: -6.5% | -1.0% | u

# Taken from the results shown (2 entries):
SMILES,N370S GC mod,FEN1 inh,KAT2A inh
N=C1C(c2ccccc2)=C(O)CN1c1cccc(O)c1,1.1%,2.7%,-2.9%
COc1ccc(C2(CNC(=O)c3ccco3)CCOCC2)cc1,-3.3%,-3.3%,-11.3%

# Other entries.
SMILES,N370S GC mod,FEN1 inh,KAT2A inh
Nc1cc(C(=O)O)ccc1Sc1ccccc1C(=O)O,3.8%,-5.6%,-26.5%
Cc1ccc2ccccc2c1NC(=O)Cn1nnc(-c2cccnc2)n1,24.2%,-3.1%,-1.0%
Cc1c(C(=O)OCc2ccc(F)cc2)sc2nc3n(c(=O)c12)CCC3,-7.3%,1.0%,0.4%
Cc1cc(NC(=O)CCCS(=O)(=O)c2nc(-c3cccs3)cc(C(F)(F)F)n2)no1,13.5%,1.8%,-8.9%
CCC1CN(C(=O)N2CCC(C(=O)NCc3cccc(C)c3)CC2)c2ccccc2O1 (stereo not given),x,-1.4%,-13.0%
COC(=O)CNc1nc(-c2cccnc2)nc2ccccc12,-0.3%,-8.8%,-7.3%
COc1ccc(-c2nc(CS(=O)CC(=O)NCc3ccco3)c(C)o2)cc1OC (stereo not given),-2.8%,-3.2%,-0.5%
C[C@@H]1C(=O)O[C@H]2C[C@@]34[C@H]5C[C@@H](C(C)(C)C)[C@]36[C@H](OC(=O)[C@H]6O)O[C@]4(C(=O)O5)[C@]21O,1.6%,x,-4.6%
Cc1c(C)c2ccc(O)c(CN3CCN(C)CC3)c2oc1=O,u,-8.2%,-20.6%

# Some of the entries so far, with each value named.
Nc1cc(C(=O)O)ccc1Sc1ccccc1C(=O)O
  N370S GC mod = 3.8%	FEN1 inh = -5.6%	KAT2A inh = -26.5%
Cc1ccc2ccccc2c1NC(=O)Cn1nnc(-c2cccnc2)n1
  N370S GC mod = 24.2%	FEN1 inh = -3.1%	KAT2A inh = -1.0%

# These rows are one share of the data (hit frequency here may not be typical).
